Screening data deposited in PubChem BioAssay by Emory University Molecular Libraries Screening Center.
14-3-3 PPI = alters human 14-3-3 gamma binding to Raf peptide. P61981. FP, 14-3-3gamma / TMR-pS259-Raf peptide binding. inhibition, % at 40 µM. 0.19% of 160,000 active; in the data active means inhibition above about 30%;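 further: 0% = protein plus tracer without compound and 100% = blank with tracer alone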
Target sequence (P61981 whole entry, looked up): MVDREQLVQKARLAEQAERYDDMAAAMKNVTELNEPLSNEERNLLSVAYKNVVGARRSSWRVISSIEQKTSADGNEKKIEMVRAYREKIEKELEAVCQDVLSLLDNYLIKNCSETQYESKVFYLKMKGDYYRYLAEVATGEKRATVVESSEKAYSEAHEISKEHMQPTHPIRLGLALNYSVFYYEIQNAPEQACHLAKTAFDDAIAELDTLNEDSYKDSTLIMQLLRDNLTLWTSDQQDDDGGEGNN
Numbers without * were called inactive; & = joins results of further samples.

entry	14-3-3 PPI	molecule
1	1	CC(C)CCNC(=O)Cn1c(=S)[nH]c2ncccc2c1=O
2	-2	Cc1noc(C)c1COC(=O)c1cc(F)c(F)cc1Cl
3	1	CC(=O)c1c(N=CN(C)C)nc(C)nc1-c1ccccc1
4	-23	COC(=O)C1C(C(=O)OC)C2(OC(c3ccccc3)=CC2=O)C12OC(c1ccccc1)=CC2=O (stereo unspecified)
5	-1	CCOc1ccccc1CNC(=O)C1c2cc(OC)c(OC)cc2C(=O)N2CCc3ccccc3C12 (stereo unspecified)
6	-4	CC(=O)c1cccc(Nc2nc(-c3ccc(Cl)cc3)cs2)c1
7	-3	O=C(CN1C(=O)CSc2ccc(S(=O)(=O)N3CCCCC3)cc21)NCCN1CCCC1
8	-3	Cc1ccc2cc3cc(C(=O)N4CCCCCC4)oc3nc2c1
9	-2&0	Cc1ccc(C)c(N2CCN(C(=O)c3cc(S(=O)(=O)N4CCOCC4)ccc3F)CC2)c1
10	-7&-1	Nc1nc2n(n1)C(c1ccc(F)cc1)CC(c1ccc(F)cc1)N2 (stereo unspecified)
11	-5	Cc1cc(C)c(NC(=O)NC(=O)c2ccc(F)cc2)c(C)n1
12	-52	O=C(O)CCCNc1cc(N2CCC3(CC2)OCCO3)c2noc3c2c1C(=O)c1ccccc1-3
13	-1	CCc1ccc(OCC2c3cc(OC)c(OC)cc3CCN2C(=O)c2cc3ccccc3oc2=O)cc1 (stereo unspecified)
14	13	O=C(Oc1ccccc1N1C(=O)CCC1=O)c1ccco1
15	-3	CCCOc1ccc(C2C3=C(CC(C)(C)CC3=O)N(CCC)C3=C2C(=O)CC(C)(C)C3)cc1OC
16	2	CC(C)Cc1ccc(S(=O)(=O)NC2CCN(Cc3ccccc3)CC2)cc1
17	0	CCOCCn1cnc2sc(C(=O)Nc3ccccc3C(=O)OC)c(C)c2c1=O
18	-6	Cc1sc2nc3n(c(=O)c2c1C)NC(=O)CC3
19	-7	Cc1nc2nc(SCC(=O)NCc3ccc(F)cc3)nn2c(C)c1Cc1ccccc1Cl
20	-1	O=C(Nc1ccc2nn(-c3ccccc3)nc2c1)c1ccc([N+](=O)[O-])cc1Cl

The final 2 entries of the part above come first, to join the parts.
entry	14-3-3 PPI	molecule
19	-7	Cc1nc2nc(SCC(=O)NCc3ccc(F)cc3)nn2c(C)c1Cc1ccccc1Cl
20	-1	O=C(Nc1ccc2nn(-c3ccccc3)nc2c1)c1ccc([N+](=O)[O-])cc1Cl
21	-3	CCC(C)(C)n1nnnc1CN(Cc1cc2cc(OC)ccc2[nH]c1=O)C1CCCC1
22	-13	Cc1ccn2c(NC(=O)c3ccc4ccccc4c3)c(-c3ccc(F)cc3)nc2c1
23	-9	CCOc1ccc2[nH]c(=O)c(CN(CCO)C(=O)c3ccccc3F)cc2c1
24	-6	Cc1nn2c(nc1=O)SCC2(O)c1ccc([N+](=O)[O-])cc1 (stereo unspecified)
25	3	Cn1c(=O)cc(SCC(=O)NCc2cccnc2)c2ccc(Cl)cc21
26	-16	Cc1ccn2c(NC(=O)c3cccc([N+](=O)[O-])c3C)c(-c3ccccc3)nc2c1
27	-2	CNC(=O)NC(=O)CSc1nc2cc(C(=O)OC)ccc2c(=O)n1-c1ccccc1
28	-12	O=C1CC(c2ccc3c(c2)OCCO3)Oc2ccccc21 (stereo unspecified)
29	-76	Cc1nc2c(ccc3nc(NC(=O)c4ccc(C#N)cc4)sc32)s1
30	-13	CSc1nc2ccc3nc(NC(=O)c4ccc(Cl)s4)sc3c2s1
31	-4	CC(=O)Nc1cc(C(=O)NCCN2CCOCC2)ccc1Sc1ccc(C)cc1
32	-2	CCCOC(=O)c1ccc(NC(=O)C2C3CCC(C3)C2C(=O)O)cc1 (stereo unspecified)
33	-5	O=C(Nc1ccccc1)c1cc(S(=O)(=O)NCCC23CC4CC(CC(C4)C2)C3)ccc1Cl
34	-25	Cc1ccc(S(=O)(=O)Nc2cc(Cl)c3c(c2)CC2(O3)N(C)c3ccccc3C2(C)C)cc1 (stereo unspecified)
35	-6	NCCCCCCCCCCN
36	-15	Cc1ccc(NC(=O)c2cc(S(=O)(=O)NCc3ccco3)ccc2F)cc1Cl
37	0	O=C(NCCc1ccccc1)C1CCC(CNS(=O)(=O)c2ccc(F)cc2)CC1 (stereo unspecified)
38	-4&-2	O=C(O)CCC(=O)Nc1ccc(S(=O)(=O)N2CCCC2)cc1
39	18	CCc1ccc(-c2ccc(C(=O)Nc3ccc(C)cc3[N+](=O)[O-])cc2)nc1
40	-6	CC1(C)CC(=O)C(C=NCCC2=CCCCC2)=C(O)C1
41	-4	CCOC(=O)COc1nsnc1N1CCOCC1
42	0	COc1ccc(C)cc1N1C(=O)NC2CC1(C)Oc1c(OC)cccc12 (stereo unspecified)
43	1	COc1ccc(-n2nc3c(c2NC(=O)C2(c4ccc(Cl)cc4)CCCC2)CS(=O)(=O)C3)cc1
44	-9	CCn1nnc(NC(=O)c2cccnc2)n1
45	4	O=C(NCCc1ccc(S(=O)(=O)N2CCCC2)cc1)c1cccs1
46	-8	CCCCC(c1nnnn1C1CCCC1)N1CCN(C2CCCC2)CC1 (stereo unspecified)
47	-6	COC(=O)c1ccc(OCC(O)CN(CC(C)C)CC(C)C)cc1 (stereo unspecified)
48	-3	O=C(CSc1ncn(-c2ccccc2)n1)Nc1ccc2c(c1)OCCO2
49	-25	CCOc1ccc(C(=O)Nc2ccc(-c3nc4ccccc4[nH]3)cc2)cc1Br
50	5	O=C1CCC([N+](=O)[O-])C(c2cccc(Br)c2)N1 (stereo unspecified)

Some of these compounds in order of their number in 14-3-3 PPI, highest first.
entry	14-3-3 PPI	molecule
50	5	O=C1CCC([N+](=O)[O-])C(c2cccc(Br)c2)N1 (stereo unspecified)
43	1	COc1ccc(-n2nc3c(c2NC(=O)C2(c4ccc(Cl)cc4)CCCC2)CS(=O)(=O)C3)cc1
47	-6	COC(=O)c1ccc(OCC(O)CN(CC(C)C)CC(C)C)cc1 (stereo unspecified)

More records
entry	14-3-3 PPI	molecule
51	-2	Brc1ccc(C=Nc2ccc3c(c2)OCCOCCOCCO3)s1
52	-7	COc1ccc(NC(=O)CN2CCN(CC(=O)Nc3ccccc3F)CC2)c(OC)c1
53	-4	Cc1ccc(NC(=O)CSc2c[nH]c3ccccc23)c(C)c1
54	-5	CCN(CC)CCN(CC)Cc1ccccc1Br
55	-4	C=CCNC(=O)CCCCC(=O)NCC=C
56	-1	CCOc1ccc(Nc2oc(Cc3ccccc3)nc2C#N)cc1
57	0	CCCNC(=O)c1nn2c(c1Cl)NC(c1ccc(OC)cc1)CC2C(F)(F)F (stereo unspecified)
58	-6	CCC1Oc2ccc(C)cc2N(CC(=O)NCCN(C)C)C1=O (stereo unspecified)
59	6	O=C1CSC(c2ccccc2)N1Cc1ccccc1 (stereo unspecified)
60	-27	CCOc1ccc(C(=O)Nc2nc3ccc4nc(C)sc4c3s2)cc1
61	-15	CC1=C(C(=O)N2CCOCC2)C(c2cccs2)NC(=O)N1 (stereo unspecified)
62	-6	Cc1ccccc1NC(=O)c1ccc(NC(=O)c2ccco2)cc1
63	-10	COc1ccccc1NC1=C(Cl)C(=O)OC1NC(=O)c1ccccc1 (stereo unspecified)
64	5	COc1ccc(Cc2nc3c4c5c(sc4ncn3n2)CCCCC5)cc1
65	-1&-1	O=C(NCc1cccs1)C1CCCN(S(=O)(=O)c2ccc(Br)s2)C1 (stereo unspecified)
66	-6	Cc1ccccc1N(C(=O)Cn1nnc2ccccc21)C(C(=O)NCc1ccco1)c1ccncc1 (stereo unspecified)
67	6	COc1ccc(-c2cc(C(=O)OCC(=O)c3ccc(C)cc3)c3ccccc3n2)cc1
68	-24	O=C(NCCCN1CCc2ccccc2C1)C1CCN(S(=O)(=O)c2cccc3nonc23)CC1
69	-5	Cc1cc(NC(=O)COC(=O)COc2cccc3c2OC(C)(C)C3)no1
70	-5	CC(=O)c1cccc(S(=O)(=O)N(CCCO)Cc2cc3ccc(C)cc3[nH]c2=O)c1
71	0	O=C(C1CCCN1C(=O)c1cccs1)N1CCN(Cc2ccc3c(c2)OCO3)CC1 (stereo unspecified)
72	-3	O=C(O)c1ccccc1SC1CC(=O)N(C2CCCCC2)C1=O (stereo unspecified)
73	-6	O=C(NCc1ccco1)C(Cc1ccccc1)NS(=O)(=O)c1ccc(F)cc1 (stereo unspecified)
74	7	O=C(NCC1CCCO1)c1ccccc1-c1nc(-c2ccc(Cl)cc2)no1 (stereo unspecified)
75	-1	CCC1(C(=O)c2ccccc2)C(c2ccc([N+](=O)[O-])cc2)C1(C(=O)OC)C(=O)OC (stereo unspecified)
76	-1	Cc1[nH]c2ccccc2c1SCCNC(=O)c1ccccc1I
77	-6	CCOC(=O)c1c(NC(=O)c2cc([N+](=O)[O-])ccc2Cl)sc(C(C)=O)c1C
78	-5	CCN(CC)CCN1C(=O)C(=O)/C(=C(/O)c2c(C)[nH]c(C(=O)OC)c2C)C1c1ccc(OC)cc1 (stereo unspecified)
79	-1	CCC1Oc2ccc(C)cc2N(CC(=O)N2CCCC2)C1=O (stereo unspecified)
80	3	Cc1ccccc1-n1cc2c(c1-c1ccccc1)c(=O)n(C)c(=O)n2C
81	2	O=c1[nH]c(SCc2ccc(Br)cc2)nc2c1cnn2-c1ccc(Cl)cc1
82	-1	Oc1ccc(-c2nc(-c3ccc(F)cc3)c(-c3ccncc3)[nH]2)cc1
83	5	CCOC(=O)C1CCN(C(=O)CC2C(=O)N(Cc3ccccc3)C(C)c3nc4ccccc4n32)CC1 (stereo unspecified)
84	0	O=C(NCc1ccco1)C(c1ccc(F)cc1)N(CC1CCCO1)C(=O)Cn1nnc2ccccc21 (stereo unspecified)
85	-8	Nc1cc(N)nc(SCCN2CCCCC2)n1
86	1	COC(=O)[C@H](CCSC)NC(=O)Nc1ccc(C)c(C)c1
87	1	CC(C)[C@H](NC(=O)[C@@H]1CSCN1C(=O)OC(C)(C)C)C(=O)NCC1CCC(C(=O)O)CC1 (stereo partly specified)
88	4	Cc1c(C(=O)OC2CCCCCC2)[nH]c2c1C(=O)CC(c1cccs1)C2 (stereo unspecified)
89	-3	CN(C(=O)c1cnc(N2CCN(c3ccccn3)CC2)c2ccccc12)C1CCCCC1
90	-2	O=c1c2ccccc2nc(SCc2ccccc2)n1Cc1ccco1
91	3	Cc1c(N=Cc2cc3c(cc2Cl)OCO3)c(=O)n(-c2ccccc2)n1C
92	-6	O=C(Nc1nc2ccccc2s1)C1CC=CCC1C(=O)OCC(F)(F)C(F)F (stereo unspecified)
93	-7	C=CCOC(=O)C1=C(C)NC(C)=C(C(=O)OCC=C)C1c1cccs1
94	-28	Cc1cc(C)c(OCC(=O)Nc2ccc(-c3nc4ncccc4o3)cc2)c(Br)c1
95	-10	CC(C)(C)c1ccc(Cn2c(=N)n(CC(=O)O)c3ccccc32)cc1
96	13	O=C1CSC(c2ccc(Br)cc2)N1c1cccc(Cl)c1 (stereo unspecified)
97	-1	CCC1(C)Cc2c(sc3nc4n(c(=O)c23)CCS4)CO1 (stereo unspecified)
98	3	Cc1cc(C)c2c(=O)n(CC(=O)N3CCC(N4CCCCC4)CC3)sc2n1
99	-35	Cc1c(Cl)cccc1NC1OC(=O)c2ccccc21 (stereo unspecified)
100	-13	CCCN(CCC)C(=O)c1c[nH]c2ccc(S(=O)(=O)Nc3cc(C)cc(C)c3)cc2c1=O

More entries follow.
entry	14-3-3 PPI	molecule
101	-5	COc1cc(OC)cc(N2C(=O)CC(N3CCN(C)CC3)C2=O)c1 (stereo unspecified)
102	-11	Cc1c(Cl)c(C(F)(F)F)nn1CC(=O)NCc1ccc(Cl)cc1
103	-5	O=C(CN1CC(c2ccccc2)CC1=O)OCc1ccccc1F (stereo unspecified)
104	2	COc1ccccc1C1C=C(c2ccc(I)cc2)Nc2ncnn21 (stereo unspecified)
105	-7	CCn1c(SCC(=O)Nc2ccccc2)nc2c(c1=O)SC(C)C2 (stereo unspecified)
106	-12	CCN(CC)C(=O)Cn1cnc2sc(C(=O)NCc3ccc(Cl)cc3)c(C)c2c1=O
107	0	COCCNC(=O)COc1cccc(Oc2ccccc2)c1
108	-1	CCOC(=O)C1=C(C(=O)OCC)SC(=C2C(=S)C(C)(C)N(C(=O)C(C)C)c3cc(C)ccc32)S1
109	-6	CCc1ccc(C2CC(c3ccc(F)cc3)n3nc(N)nc3N2)cc1 (stereo unspecified)
110	-3	CC(C)Cc1nc2oc3c(NCC4CCCO4)ncnc3c2c2c1CCC2 (stereo unspecified)
111	-68	COc1ccc(-c2nc(-c3cc4ccc(O)cc4oc3=O)cs2)cc1
112	-13	CCSc1nc(SCC)c2c3c(sc2n1)CCC3
113	-17	CCOC(=O)c1c(NC(=O)c2ccccc2F)sc(C(C)=O)c1C
114	-4	COc1ccc(N(CC(=O)Nc2ccc3c(c2)OCCO3)S(C)(=O)=O)c(OC)c1
115	-6	CC(=O)N1CCc2cc(Br)cc(S(=O)(=O)NCCc3ccccc3Cl)c21
116	-2	COc1ccccc1-n1c(=S)sc2c(=O)n(-c3ccccc3)c(SCc3cc(=O)n4cc(Cl)ccc4n3)nc21
117	-15	Cn1cc(C(=O)NCc2ccco2)c2c3ccccc3n(C)c2c1=O
118	-6	COC(=O)CNC(c1ccccc1)c1cc(Br)ccc1NC(=O)c1ccc(Cl)cc1 (stereo unspecified)

From compound 1 to 4, as listed above:
entry	14-3-3 PPI	molecule
1	1	CC(C)CCNC(=O)Cn1c(=S)[nH]c2ncccc2c1=O
2	-2	Cc1noc(C)c1COC(=O)c1cc(F)c(F)cc1Cl
3	1	CC(=O)c1c(N=CN(C)C)nc(C)nc1-c1ccccc1
4	-23	COC(=O)C1C(C(=O)OC)C2(OC(c3ccccc3)=CC2=O)C12OC(c1ccccc1)=CC2=O (stereo unspecified)

Not all compounds are listed; rates above refer to the full screens.
